Screens from PubChem BioAssay.
HTT cytoprotect: Huntington cell model cytoprotection by ATP luminescence; Potency, µM (series often up to 56.4 µM), for inactives: cytoprotection (ATP increase), usual class: activators; actives 0.14% (n = 230,000); PC12 HTT-Q103 induced, cytoprotection, ATP luminescence, 40 h;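 also: potency is read from the fitted curve at half-maximal effect; % of control where 0% means no effect; nearly all actives have a fitted effect of over 45% in size; toxic huntingtin expression switched on by the ecdysone agonist tebufenozide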
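Rat PC12, Q103 Htt exon1-GFP fusion, ecdysone promoter; tebufenozide inducer 100 nM final; compound titration; qHTS, 1500 cells/well; ATPlite luminescent read.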
HTT aggregate: inhibitors of mutant huntingtin aggregate formation in PC12 cells. actives 1.1% (n = 220,000). PC12 HttQ103-GFP aggregates, Acumen cytometry, 40 h. Potency, µM (doses to about 46.1 µM), without a hit: at the top dose activity change, negative = inhibition, hits mostly inhibitors; also: potency is read from the fitted curve at half-maximal effect; % is scaled to controls: 0 for no effect and ±100 for the full control effect; nearly all actives have a fitted effect of over 60% in size
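Read-out: GFP aggregate count by laser scanning cytometer (488 nm excitation, 500-530 nm emission, 1–25 µm objects >6 SD above background). Cells: PC12, inducible HTTex1-Q103-GFP, 100 nM tebufenozide; compounds titrated.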
IMPase Li inh: cell-permeable IMPase inhibitors with lithium potentiation | CHO-M1 cells, IP1 TR-FRET (IP-One), carbachol + lithium | Potency, µM (titrated, usually from 59.4 µM), inactives show top-dose activity, negative = IMPase inhibition, most hits filed as inhibitors | actives 0.35% (n = 210,000);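 also: IP1 builds up when IMPase is blocked and the TR-FRET signal falls; potency is read from the fitted curve at half-maximal effect; plate controls were basal vehicle for no effect and high inhibitor control for full effect; nearly all actives have a fitted effect of over 50% in size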
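Concentration–response in CHO-M1 cells, lithium-potentiated; 30 min at 37C. IP1 detected by competitive TR-FRET after 10 min lysis at RT. Hill-fitted AC50.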
Luc counter: blocks Kinase-Glo luciferase, a counter-screen artifact; AID 1379; Kinase-Glo luciferase, ATP luminescence, 8 min; Potency, µM (series often up to 38.3 µM), for the others: top-dose activity change, negative = inhibition, usual class: inhibitors; actives 0.28% (n = 200,000); Q27757; also: potency is read from the fitted curve at half-maximal effect; % is scaled to controls: 0 for no effect and ±100 for the full control effect; nearly all actives have a fitted effect of over 60% in size
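Kinase-Glo luciferase light output from ATP and luciferin was measured with 10 uM ATP, within the enzyme's linear range. Buffer: 50 mM imidazole pH 7.2, 50 mM KCl, 7 mM MgCl2, 0.01% Tween 20, 0.05% BSA; luminescence read after 8 min at ambient temperature.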
SMN2 splice enh: enhancers of SMN2 splice variant expression | HEK293 SMN2-luciferase splicing reporter, luminescence, 30-36 h | actives 2.8% (n = 210,000) | Potency, µM (doses to about 46.1 µM), for the others: top-dose activity change, positive = activation, hits mostly activators | AID 1458; also: potency is read from the fitted curve at half-maximal effect; % of control where 0% means no effect; nearly all actives have a fitted effect of over 55% in size
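qHTS luciferase splicing reporter: luminescence rises when SMN2 exon 7 is included in transfected HEK293 cells. Compound exposure lasted 30-36 h at 37C, with 4.5 mM final sodium butyrate as control, followed by a ONE-Glo read.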
Lamin A splicing: modulators of lamin A splicing | HeLa LMNA splicing GFP/RFP minigene ratio, 48 h | Potency, µM (series often up to 46.1 µM), without a hit: at the highest dose ratio change, negative = inhibition, hits mostly inhibitors | actives 0.01% (n = 200,000); active = well fitted inhibition curve with a large enough effect in the signal ratio, with a control signal flat, not every such curve was filed as active; inconclusive = small, poorly fitted or top-dose-only effect, or effect the other way, or a change in a side signal; the % refers to the signal ratio; also: potency is read from the fitted curve at half-maximal effect; % is scaled to controls: 0 for no effect and ±100 for the full control effect
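S3 HeLa cells stably expressing lamin A-EGFP splicing minigene plus DsRed2, 600 cells/well, 48 h compound exposure at 37C. Laser-scanning cytometry; analysed as GFP (500-530 nm)/RFP (575-640 nm) total intensity ratio; 0.5% DMSO vehicle.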
CBFb-RUNX1 inh: blocks binding between human CBF-beta and RUNX1; Q01196+Q13951; AlphaScreen CBFb-His/RUNX1-biotin binding, biochemical; Potency, µM (series often up to 59.8 µM), for the others: at the top dose activity, negative = inhibition, actives largely listed as inhibitors; 230,000 tested, under 10 active; AID 1477; also: % of control where 0% means no effect
Target sequence (Q01196 whole entry, looked up): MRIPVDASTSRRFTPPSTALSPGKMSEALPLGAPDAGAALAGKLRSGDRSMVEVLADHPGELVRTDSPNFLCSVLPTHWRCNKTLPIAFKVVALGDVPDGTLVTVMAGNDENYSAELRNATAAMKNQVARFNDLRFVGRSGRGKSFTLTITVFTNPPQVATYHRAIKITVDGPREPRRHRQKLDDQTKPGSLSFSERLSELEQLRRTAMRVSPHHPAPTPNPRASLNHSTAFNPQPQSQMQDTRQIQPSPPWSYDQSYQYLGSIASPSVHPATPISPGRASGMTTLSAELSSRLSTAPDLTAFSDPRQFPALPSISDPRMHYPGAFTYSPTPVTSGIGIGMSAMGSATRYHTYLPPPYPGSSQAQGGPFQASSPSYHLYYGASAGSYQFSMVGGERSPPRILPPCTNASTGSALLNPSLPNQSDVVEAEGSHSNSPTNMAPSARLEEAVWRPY
Target sequence (Q13951 whole entry, looked up): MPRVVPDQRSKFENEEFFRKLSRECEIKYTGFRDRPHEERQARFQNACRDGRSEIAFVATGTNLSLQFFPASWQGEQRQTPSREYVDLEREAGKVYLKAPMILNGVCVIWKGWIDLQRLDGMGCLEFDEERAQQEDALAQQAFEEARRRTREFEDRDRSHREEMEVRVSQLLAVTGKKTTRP
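Room-temperature protein-protein interaction test with 30 nM each of His-tagged CBF-beta and biotinylated RUNX1, 15 min with compound, then 90 min with nickel plus streptavidin beads. Signal read in AlphaScreen mode.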
* marks the source's active call; other numbers are inactive results; ? = inconclusive; / = not tested or not shown; [ ] = another dose, or the depositor's remark. Unless noted, calls follow the shape of the dose curve; as a rule, active = well fitted curve in the direction sought with a large enough effect; inconclusive = small, poorly fitted or top-dose-only effect, or another doubt; inactive = no such curve, though single readings can be large; an effect the other way counts as inactive or inconclusive.

1. C/C(=N\NC(=O)c1ccc(C)cc1C)c1ccc2c(c1)OCO2
2. O=C(CCN1C(=O)c2ccccc2C1=O)Nc1nc2ccccc2s1
3. O=C(Nc1ccccc1)c1cc2ccc3ccccc3c2s1
4. O=C(NCc1ccccn1)c1cc2cc(Br)ccc2oc1=O
5. CCOC(=O)N1CCN(c2nc(-c3ccco3)cc(C(F)(F)F)n2)CC1
6. CCOC(=O)C1(CC)NC(c2ccco2)C2C(=O)N(CC)C(=O)C21 (configuration not stated)
Screen / compound no.	1	2	3	4	5	6
IMPase Li inh	0%	-10%	/	16%[38.3 µM]	16%[38.3 µM]	-5%
HTT cytoprotect	9%[10 µM]	8%[10 µM]	11%[10 µM]	-3%	23%	-6%[10 µM]
Lamin A splicing	-2%	-13%	/	-1%	2%	-13%
CBFb-RUNX1 inh	0%	-3%	16%	-4%	-6%	9%
HTT aggregate	2%	0%	-28%[9.22 µM]	16%	-23%	2%
Luc counter	-3%	0%	/	-2%	-1%	0%
SMN2 splice enh	-3%	15%	/	6%	-34%[inhibitor]	-2%

Overlap with the part before: three compounds, followed by the next part.
4. O=C(NCc1ccccn1)c1cc2cc(Br)ccc2oc1=O
5. CCOC(=O)N1CCN(c2nc(-c3ccco3)cc(C(F)(F)F)n2)CC1
6. CCOC(=O)C1(CC)NC(c2ccco2)C2C(=O)N(CC)C(=O)C21 (configuration not stated)
7. CCOc1ccccc1Nc1nnc(SCc2nnc(-c3cc(OC)c(OC)c(OC)c3)o2)s1
8. CCCC(=O)C1C(=O)CC(CC(C)SCC)CC1=O (configuration not stated)
9. Cc1ccc(OC(=O)Cn2c(C(F)(F)F)nc3ccccc32)cc1
10. O=C(NC12CC3CC(CC(C3)C1)C2)c1ccccc1O
11. CCCCCCN=C(C)C1=C(O)C(C(=O)OC)C(C)(C)CC1=O (configuration not stated)
12. CCC1C(C#N)=C(SC)NC2=C1C(=O)CC(C)(C)C2 (configuration not stated)
Screen / compound no.	4	5	6	7	8	9	10	11	12
IMPase Li inh	16%[38.3 µM]	16%[38.3 µM]	-5%	4%	-1%[38.3 µM]	-3%[38.3 µM]	51%[activator][38.3 µM]	20%[38.3 µM]	1%[38.3 µM]
HTT cytoprotect	-3%	23%	-6%[10 µM]	9%[1.9 µM]	-15%	-9%	-12%	-1%[10 µM]	-1%[10 µM]
Lamin A splicing	-1%	2%	-13%	-19%	-3%	8%	-10%	-2%	?
CBFb-RUNX1 inh	-4%	-6%	9%	-10%	-6%	5%	0%	3%	3%
HTT aggregate	16%	-23%	2%	-4%	-6%[9.22 µM]	1%	?	-1%	-10%
Luc counter	-2%	-1%	0%	0%	3%	0%	5%	3%	-3%
SMN2 splice enh	6%	-34%[inhibitor]	-2%	-18%	-2%	-3%	10%	-15%	-31%[inhibitor]

13. COc1ccc(Br)cc1/C=C/C(=O)NCC(=O)O
14. Cc1ccc2oc(=O)c3cc(C(=O)NCCCN4CCc5ccccc5C4)sc3c2c1
15. CCN1C(=O)C(CC(=O)N2CCN(C(c3ccccc3)c3ccccc3)CC2)N(CC)C1=O (configuration not stated)
16. CC(=O)NC1C(Oc2cccc(C)c2)OC2COC(c3ccco3)OC2C1O (configuration not stated)
17. CCC(=O)NCC(c1ccco1)N1CCN(c2ccc(OC)cc2)CC1 (configuration not stated)
18. CN(Cc1ccccc1)C1=CC(=[N+]2CCCC2)CC(C)(C)C1
Screen / compound no.	13	14	15	16	17	18
IMPase Li inh	-3%	21%	28%[38.3 µM]	9%	4%	/
HTT cytoprotect	-2%	/	5%[0.074 µM]	?	-12%	-53%[inhibitor][10 µM]
Lamin A splicing	-3%[46 µM]	-11%	7%	-11%	?	/
CBFb-RUNX1 inh	11%	7%[2.36 µM]	4%	6%	-7%	15%
HTT aggregate	-18%	23%	-8%	3%	-7%	-36%[9.22 µM]
Luc counter	-3%	-2%	-1%	4%	0%	/
SMN2 splice enh	-31%[inhibitor]	0%	?	-7%	6%	/

At a glance, some entries already given:
17. CCC(=O)NCC(c1ccco1)N1CCN(c2ccc(OC)cc2)CC1 (configuration not stated)
18. CN(Cc1ccccc1)C1=CC(=[N+]2CCCC2)CC(C)(C)C1
Screen / compound no.	17	18
IMPase Li inh	4%	/
HTT cytoprotect	-12%	-53%[inhibitor][10 µM]
Lamin A splicing	?	/
CBFb-RUNX1 inh	-7%	15%
HTT aggregate	-7%	-36%[9.22 µM]
Luc counter	0%	/
SMN2 splice enh	6%	/

Continued:
19. O=C(COC(=O)c1cc[n+]([O-])cc1)Nc1ccc([N+](=O)[O-])cc1
20. CN(C)CCCn1c(N)c(C#N)c2nc3ccccc3nc21
21. Cn1c2ccc(F)cc2c2ncn(CCN3CCOCC3)c(=O)c21
22. C=CCn1cc(/C=C2\SC(N3CCOCC3)=NC2=O)c2ccccc21
23. NS(=O)(=O)c1ccc(NC(=O)COC(=O)c2cc([N+](=O)[O-])ccc2Cl)cc1
24. O=C(C1CCCN(Cc2ccccc2C(F)(F)F)C1)N1CCCCC1 (configuration not stated)
Screen / compound no.	19	20	21	22	23	24
IMPase Li inh	1%	/	13%[38.3 µM]	/	/	12%[38.3 µM]
HTT cytoprotect	-19%	1%[10 µM]	-18%[0.074 µM]	-7%[10 µM]	12%[10 µM]	24%
Lamin A splicing	8%[46 µM]	/	-1%	/	/	4%
CBFb-RUNX1 inh	21%	12%	5%	10%	-3%	0%
HTT aggregate	-3%	-22%[9.22 µM]	-7%	-11%[9.22 µM]	-9%[9.22 µM]	10%
Luc counter	1%	/	-2%	/	/	1%
SMN2 splice enh	-3%	/	?	/	/	-7%

25. Cc1cc(C)n2ncc(C(=O)Nc3ccc(Cl)c(Cl)c3)c2n1
26. N=C(N)SCc1cccc(-c2nc3ccccc3c(=O)o2)c1
27. COc1cccc(/C=N/NC(=O)Cn2nc([N+](=O)[O-])cc2C)c1
28. CCOc1ccc(CN(C(=O)c2oc3ccccc3c2C)C2CCS(=O)(=O)C2)cc1 (configuration not stated)
29. CCCCCC(=O)N1CCN(CCN=CC2=C(O)CC(c3ccco3)CC2=O)CC1 (configuration not stated)
30. Cc1nn(C)c(Cl)c1NC(=O)OCc1ccc(Cl)cc1Cl
Screen / compound no.	25	26	27	28	29	30
IMPase Li inh	17%	-6%	/	?	8%[38.3 µM]	16%[38.3 µM]
HTT cytoprotect	13%[10 µM]	9%[10 µM]	16%[10 µM]	-36%	12%	-15%
Lamin A splicing	6%[46 µM]	/	/	7%	7%	1%
CBFb-RUNX1 inh	9%	/	1%	-3%	1%	0%
HTT aggregate	11%[9.22 µM]	/	19%[9.22 µM]	17%	11%	7.9µM*
Luc counter	3%	-3%[7.66 µM]	/	-3%	-7%	0%
SMN2 splice enh	/	-1%[9.22 µM]	/	-11%	-9%	-55%[inhibitor]

31. CS(=O)(=O)NCCSc1nnnn1-c1ccccc1
32. CCN(CCCNC(=O)CSc1cc(=O)n(C)c2cc(Cl)ccc12)Cc1ccccc1
33. Cc1cc(C)nc(NC(=O)/C=C/c2cccs2)c1
34. CCOc1ncccc1C(=O)N1CCN(S(=O)(=O)c2ccc(Br)cc2Cl)CC1
35. COc1ccc(-c2ncc3ccccn23)cc1OC
36. Cc1nc(Sc2nnnn2-c2ccccc2)c(C#N)c(C)c1C
Screen / compound no.	31	32	33	34	35	36
IMPase Li inh	4%[38.3 µM]	15%	/	9%	9%[38.3 µM]	13%[38.3 µM]
HTT cytoprotect	-8%[0.074 µM]	-3%	-7%	-42%	-52%[inhibitor]	3%
Lamin A splicing	-5%	/	-2%	-5%[46 µM]	-2%	2%
CBFb-RUNX1 inh	6%	1%	4%	-6%	2%	-1%
HTT aggregate	2%	24%	-13%	-11%	-8%	19%
Luc counter	2%	/	/	1%	-9%	-3%
SMN2 splice enh	/	/	/	6%	9%	-8%

37. CC1=CC(=O)C(C(C)C)=CC1=NC(=O)c1ccc(C)cc1
38. COc1ccc(C2=NC(CO)(CO)CO2)cc1
39. Cc1nc2nc(C)c(CCC(=O)NCc3ccc4c(c3)OCO4)c(C)n2n1
40. CC1CC(C)(C)CC2(C1)NC(=O)N(CC(=O)NCCc1ccc3c(c1)OCCO3)C2=O (configuration not stated)
41. Cc1ccc(-n2c3c(cc(C(=O)N4CCN(C)CC4)c2=O)C(=O)CC(C)(C)C3)cc1
42. NCC1O[C@@H](O[C@@H]2C(O)[C@H](O[C@H]3OC(CO)C(O)C(N)C3O)[C@@H](N)C[C@H]2N)C(N)C(O)C1O (some centres not stated)
Screen / compound no.	37	38	39	40	41	42
IMPase Li inh	6%	-8%	0%[38.3 µM]	-4%	30%[38.3 µM]	14%
HTT cytoprotect	-4%[10 µM]	-11%	8%	-11%	8%	-25%
Lamin A splicing	-16%[46 µM]	17%[46 µM]	-13%	1%[46 µM]	12%	/
CBFb-RUNX1 inh	-1%	11%	-7%	9%	0%	14%
HTT aggregate	-2%	34%	10%	-6%	-14%	/
Luc counter	1%	1%	-1%	-4%	2%	-1%
SMN2 splice enh	1%	-1%	-4%	6%	12%	5%

43. CCC(C)N(C(=O)COc1ccc(NC(C)=O)cc1)C1CCS(=O)(=O)C1 (configuration not stated)
44. COC(=O)/C(=C/c1ccco1)NC(=O)c1ccccc1
45. COc1ccc(Nc2ccnc3ccccc23)cc1
46. CC1(C)Cc2c(cnn2-c2ccccc2)C(=O)/C1=N\NC(=O)c1ccccc1O
47. Cc1cccc(NC(=S)NCCC(C)C)c1
Screen / compound no.	43	44	45	46	47
IMPase Li inh	-4%	6%	15%[38.3 µM]	52%[activator][38.3 µM]	-4%
HTT cytoprotect	18%[10 µM]	26%[0.074 µM]	2%	-2%	-5%[0.074 µM]
Lamin A splicing	-7%[46 µM]	9%	9%	-16%	?
CBFb-RUNX1 inh	4%	0%	-6%	-19%	42%
HTT aggregate	13%	4%	?	-30%	4%
Luc counter	1%	-2%	1%	-4%	3%
SMN2 splice enh	12%	-5%	-6%	6%	?
